HSF1 activator – increases HSF-1 driven luciferase reporter signal; 300,000 compounds, 1.7% hits; activation, % at 9 µM; AID 504408; NIH3T3-HGL HSF-1 luciferase reporter, MG132, 8 h; 100% = twice DMSO control signal;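 active = mean replicate activation of at least 50% with a set share of replicates each reaching 50%; inconclusive = only one of those two conditions met; inactive = mean below 50% and too few replicates reaching it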;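 note: 0% = median of the neutral control wells and 100% = twice that signal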
Platelet DG rel – platelet dense granule release activity | human platelet-rich plasma, SFLLRN dense granule ATP release, luminescence | inhibition, %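 (compounds screened at 7.5 µM in platelet-rich plasma)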 | 300,000 compounds, 0.22% hits;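 active = mean replicate score, as percent of positive control, at or above 50; inconclusive = mean below 50 but at least one replicate at or above 50; inactive = mean and every replicate below 50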
IEC-6 tox – counter-screen for KLF5 inhibitors: cytotoxicity in IEC-6 cells; IEC-6 cytotoxicity, luminescence viability; inhibition, % at 5 µM; 290,000 compounds, 0.78% hits; in the data active = inhibition above about 22%;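 note: 0% = plate median of test compound wells and 100% = cytotoxic reference compound wells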
HSP90 refold inh – blocks HSP90-mediated luciferase refolding in reticulocyte lysate | Rabbit reticulocyte lysate, luciferase refolding luminescence, 3 h | inhibition, % at 5.6 µM | 290,000 compounds, 0.91% hits | AID 1789;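 active = inhibition above the screen-wide mean plus 3 SD, computed separately per campaign, cut at about 16% in these data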;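 note: 0% = DMSO wells and 100% = 60 µM geldanamycin wells; inhibitors lower the luminescence because luciferase stays unfolded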
HIF activator – HIF pathway transcriptional activation | U2OS HRE-luciferase reporter, luminescence; normalized: DMSO 0%, desferrioxamine 100% | activation, % at 7.5 µM (by protocol) | 300,000 compounds, 0.32% hits;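 active = mean activation of at least 10% of the iron chelator positive control signal, with at least half of replicates also reaching 10%; inconclusive = mean and replicate majority disagree about reaching 10%; inactive = mean and most replicates under 10%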
aSyn UTR inh – MLPCN primary screen, SNCA 5' untranslated region. alpha-synuclein 5'UTR reporter, inhibitor activity. 300,000 compounds, 0.82% hits. AID 1813. inhibition, % (tested at 7.5 µM); in the data active = inhibition above about 60%; inconclusive = no clear call, values can overlap the other calls;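 note: H4 neuroglioblastoma cells stably carrying SNCA 5'UTR luciferase fusion; 0% = DMSO wells and 100% = positive control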
SKKanGAS inh – inhibitors of SKKanGAS S. pyogenes growth in kanamycin (SK-promoter or general growth effect). inhibition, % at 7.5 µM. BacTiter-Glo, 6 h. 300,000 compounds, 1.3% hits. AID 1662;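 active = mean replicate score, as percent of positive control median, at least 50; inconclusive = mean below 50 but one replicate at or above 50; inactive = mean and every replicate below 50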;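 note: strain carries kanamycin resistance gene driven by streptokinase promoter and grows in 40 µg/ml kanamycin; loss of luminescence reflects streptokinase promoter inhibition or plain growth inhibition; 0% = median of DMSO wells and 100% = positive control at its reference dose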
AI-2 QS modul – modulators of Vibrio harveyi AI-2 quorum sensing system; Vibrio harveyi JMH597 AI-2 luminescence/OD600 ratio, 9 h; hits give low values; strain lacks LuxN and CqsS sensors; 0 = neutral-control median; activity change, % at 7.5 µM; 300,000 compounds, 0.4% hits; AID 2094; in the data active = activity change below about -75%, passing the limit was not always enough; inconclusive = no clear call, values can overlap the other calls;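 note: luminescence divided by OD600 gain over 9 h not by final OD600 alone; inactives centre near 13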
KLF5 inhibitor – suppresses KLF5 promoter-driven expression; DLD-1 KLF5 promoter-luciferase reporter, luminescence; inhibition, % at 5 µM; 290,000 compounds, 0.23% hits; AID 1700;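 active = inhibition above a per-plate limit of that plate's mean compound inhibition plus 3 SD, cut at about 60% in these data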;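 note: 0% = DMSO wells and 100% = LY294002 at 200 µM; higher means less KLF5 promoter-driven luciferase light; inactives centre near -14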
HSF1 inhib – HSF1 inhibition; NIH3T3-HGL HSE-luciferase, MG132-induced, luminescence 8 h; hits give low values; activity change, negative = inhibition, % at 7.5 µM (by protocol); 300,000 compounds, 0.77% hits;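 active = more than half of replicate wells show activity change below -50%, luminescence cut by over half; inconclusive = some wells, but at most half, below -50%; inactive = no replicate well below -50%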;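 note: luciferase reports HSF-1 transcriptional activity via heat shock element; 0% = median of DMSO wells and -100% = zero luminescence signal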
The depositor's hits bear a star.

The opening 4 compounds as a preview:
Results for Cc1nn(-c2ccccc2)c(C)c1/C=C1\C(=O)N(C)C(=S)N1C ?
HSF1 activator: 23; Platelet DG rel: 0; IEC-6 tox: -7; HSP90 refold inh: -4; HIF activator: -0.6; aSyn UTR inh: 13; SKKanGAS inh: 5; AI-2 QS modul: -2; KLF5 inhibitor: -22; HSF1 inhib: 15

What do the screens show for `COc1ccc(-c2n[nH]c(=S)o2)c(OC)c1`?
HSF1 activator: -10; Platelet DG rel: -47; IEC-6 tox: 2; HSP90 refold inh: 1; HIF activator: -0.2; aSyn UTR inh: 21; SKKanGAS inh: 33; AI-2 QS modul: 30; KLF5 inhibitor: -8; HSF1 inhib: -1

What do the screens show for `N#Cc1cc2c(nc1SCc1ccncc1)CCC2`?
HSF1 activator: 6; Platelet DG rel: 0; IEC-6 tox: -3; HSP90 refold inh: 0; HIF activator: 2.5; aSyn UTR inh: -95; SKKanGAS inh: 2; AI-2 QS modul: 29; KLF5 inhibitor: -41; HSF1 inhib: 3

Results for O=C(CCN1C(=O)c2ccccc2S1(=O)=O)Nc1ccccc1 ?
HSF1 activator: 9; Platelet DG rel: 3; IEC-6 tox: -2; HSP90 refold inh: -2; HIF activator: 0.0; aSyn UTR inh: -18; SKKanGAS inh: -4; AI-2 QS modul: 40; KLF5 inhibitor: -11; HSF1 inhib: 2

Main list, from the start:
Results for Cc1nn(-c2ccccc2)c(C)c1/C=C1\C(=O)N(C)C(=S)N1C ?
HSF1 activator: 23; Platelet DG rel: 0; IEC-6 tox: -7; HSP90 refold inh: -4; HIF activator: -0.6; aSyn UTR inh: 13; SKKanGAS inh: 5; AI-2 QS modul: -2; KLF5 inhibitor: -22; HSF1 inhib: 15

What do the screens show for `COc1ccc(-c2n[nH]c(=S)o2)c(OC)c1`?
HSF1 activator: -10; Platelet DG rel: -47; IEC-6 tox: 2; HSP90 refold inh: 1; HIF activator: -0.2; aSyn UTR inh: 21; SKKanGAS inh: 33; AI-2 QS modul: 30; KLF5 inhibitor: -8; HSF1 inhib: -1

What do the screens show for `N#Cc1cc2c(nc1SCc1ccncc1)CCC2`?
HSF1 activator: 6; Platelet DG rel: 0; IEC-6 tox: -3; HSP90 refold inh: 0; HIF activator: 2.5; aSyn UTR inh: -95; SKKanGAS inh: 2; AI-2 QS modul: 29; KLF5 inhibitor: -41; HSF1 inhib: 3

Results for O=C(CCN1C(=O)c2ccccc2S1(=O)=O)Nc1ccccc1 ?
HSF1 activator: 9; Platelet DG rel: 3; IEC-6 tox: -2; HSP90 refold inh: -2; HIF activator: 0.0; aSyn UTR inh: -18; SKKanGAS inh: -4; AI-2 QS modul: 40; KLF5 inhibitor: -11; HSF1 inhib: 2

How did CCCc1nnc(NC(=O)c2c(O)c3cccc4c3n(c2=O)CC4)s1 do in these assays?
HSF1 activator: -52; Platelet DG rel: -3; HIF activator: -0.1; aSyn UTR inh: -24; SKKanGAS inh: -4; AI-2 QS modul: 17; HSF1 inhib: -43

What do the screens show for `COc1ccc(NC(=S)N(CCCN2CCCCCC2)Cc2cccs2)cc1`?
HSF1 activator: 5; Platelet DG rel: 1; IEC-6 tox: 0; HSP90 refold inh: 1; HIF activator: 0.0; aSyn UTR inh: -13; SKKanGAS inh: 5; AI-2 QS modul: 16; KLF5 inhibitor: -11; HSF1 inhib: -5

Results for COc1ccc(OC)c(-c2c3c([nH]c(=S)c2C#N)CCCC3)c1 ?
HSF1 activator: 14; Platelet DG rel: 2; IEC-6 tox: -7; HSP90 refold inh: -3; HIF activator: 0.5; aSyn UTR inh: 6; SKKanGAS inh: 11; AI-2 QS modul: 8; KLF5 inhibitor: -36; HSF1 inhib: 4

Results for COc1ccc(-c2cc(C(=O)Nc3cc(C)on3)c3ccccc3n2)c(OC)c1 ?
HSF1 activator: 3; Platelet DG rel: -6; IEC-6 tox: -5; HSP90 refold inh: 0; HIF activator: 0.0; aSyn UTR inh: 18; SKKanGAS inh: 8; AI-2 QS modul: 15; KLF5 inhibitor: -2; HSF1 inhib: -6

What do the screens show for `Cc1cc(C)n(CCc2nc(-c3cccs3)cs2)n1`?
HSF1 activator: 4; Platelet DG rel: 11; IEC-6 tox: 5; HSP90 refold inh: -4; HIF activator: 1.0; aSyn UTR inh: -29; SKKanGAS inh: 14; AI-2 QS modul: 10; KLF5 inhibitor: 0; HSF1 inhib: 5

How did Nc1ccccc1SCc1cn2ccccc2n1 do in these assays?
HSF1 activator: 2; Platelet DG rel: 10; IEC-6 tox: -4; HSP90 refold inh: 4; HIF activator: 2.3; aSyn UTR inh: -41; SKKanGAS inh: 1; AI-2 QS modul: 3; KLF5 inhibitor: -115; HSF1 inhib: 0

What do the screens show for `CC(C)[C@H](NC(=O)[C@@H]1CSCN1C(=O)OC(C)(C)C)C(=O)NCC1CCC(C(=O)O)CC1` (stereo not given in full)?
HSF1 activator: -2; Platelet DG rel: 0; IEC-6 tox: 0; HSP90 refold inh: 0; HIF activator: -0.4; aSyn UTR inh: -2; SKKanGAS inh: 0; AI-2 QS modul: 6; KLF5 inhibitor: -11; HSF1 inhib: -5

What do the screens show for `CCCCCCC(C)n1cc(C(C)=O)c(=O)n(C)c1=O` (stereo not given)?
HSF1 activator: 25; Platelet DG rel: -4; IEC-6 tox: -1; HSP90 refold inh: 2; HIF activator: 0.4; aSyn UTR inh: 4; SKKanGAS inh: 2; AI-2 QS modul: 14; KLF5 inhibitor: -16; HSF1 inhib: 4

What do the screens show for `COc1ccc(-c2nnn(CC(=O)N3CCN(c4ccc(F)cc4)CC3)n2)cc1`?
HSF1 activator: -20; Platelet DG rel: 5; IEC-6 tox: -4; HSP90 refold inh: -1; HIF activator: -0.1; aSyn UTR inh: 15; SKKanGAS inh: 5; AI-2 QS modul: 15; KLF5 inhibitor: 3; HSF1 inhib: -5

How did COc1cccc(OC)c1C(=O)NCCN1CCN(C(=O)c2c(OC)cccc2OC)CC1 do in these assays?
HSF1 activator: -2; Platelet DG rel: 6; IEC-6 tox: 0; HSP90 refold inh: 3; HIF activator: 0.4; aSyn UTR inh: 3; SKKanGAS inh: 1; AI-2 QS modul: 21; KLF5 inhibitor: -3; HSF1 inhib: -9

Results for CCCNc1c(NS(=O)(=O)c2ccc(C)c(C)c2)c(=O)oc2ccccc12 ?
HSF1 activator: 6; Platelet DG rel: 3; IEC-6 tox: -2; HSP90 refold inh: 3; HIF activator: -0.3; aSyn UTR inh: -16; SKKanGAS inh: -2; AI-2 QS modul: 22; KLF5 inhibitor: -27; HSF1 inhib: 3

What do the screens show for `COC(=O)C1=C(C)NC(=O)C1(NC(=O)c1cccnc1)C(F)(F)F` (stereo not given)?
HSF1 activator: -3; Platelet DG rel: 1; IEC-6 tox: -7; HSP90 refold inh: 1; HIF activator: -0.3; aSyn UTR inh: 18; SKKanGAS inh: 4; AI-2 QS modul: 11; KLF5 inhibitor: -10; HSF1 inhib: -12

What do the screens show for `c1ccc(Cc2ccc(OCCn3cncn3)cc2)cc1`?
HSF1 activator: 5; Platelet DG rel: 4; IEC-6 tox: 3; HSP90 refold inh: 0; HIF activator: -0.2; aSyn UTR inh: 23; SKKanGAS inh: 5; AI-2 QS modul: inconclusive; KLF5 inhibitor: -36; HSF1 inhib: 2

What do the screens show for `Cc1ccc(NC(=S)NCc2cccs2)c(C)c1`?
HSF1 activator: 9; Platelet DG rel: 10; IEC-6 tox: -1; HSP90 refold inh: -3; HIF activator: 0.7; aSyn UTR inh: -14; SKKanGAS inh: 3; AI-2 QS modul: -20; KLF5 inhibitor: -13; HSF1 inhib: 2

How did Cc1cccc(NC(=O)c2ccc3c(c2)C(=O)N(c2ccccn2)C3=O)c1C do in these assays?
HSF1 activator: -3; Platelet DG rel: 4; IEC-6 tox: -2; HSP90 refold inh: -5; HIF activator: 0.0; aSyn UTR inh: -5; SKKanGAS inh: 3; AI-2 QS modul: 23; KLF5 inhibitor: -17; HSF1 inhib: -1

Results for Cc1cc(N)nc(C)c1C#N ?
HSF1 activator: 12; Platelet DG rel: 23; IEC-6 tox: -2; HSP90 refold inh: -3; HIF activator: 0.2; aSyn UTR inh: 14; SKKanGAS inh: -5; AI-2 QS modul: 13; KLF5 inhibitor: -2; HSF1 inhib: -1

How did CCCNC(=O)c1cc(Cl)c(NC(=O)C2=C(C)OCCS2)cc1OC do in these assays?
HSF1 activator: 7; Platelet DG rel: -1; IEC-6 tox: 4; HSP90 refold inh: -1; HIF activator: 0.9; aSyn UTR inh: -40; SKKanGAS inh: -1; AI-2 QS modul: 12; KLF5 inhibitor: -86; HSF1 inhib: 5

How did CC(=O)c1c(N=CN(C)C)nc(C)nc1-c1ccccc1 do in these assays?
HSF1 activator: -9; Platelet DG rel: 0; IEC-6 tox: 3; HSP90 refold inh: 5; HIF activator: -0.1; aSyn UTR inh: -5; SKKanGAS inh: 1; AI-2 QS modul: 26; KLF5 inhibitor: -7; HSF1 inhib: -3

What do the screens show for `Cc1ccc(N(C)C(=O)N2CCN(S(=O)(=O)c3ccc4ccccc4c3)CC2)cc1`?
HSF1 activator: -12; Platelet DG rel: 11; IEC-6 tox: 6; HSP90 refold inh: 1; HIF activator: 0.3; aSyn UTR inh: 27; SKKanGAS inh: 0; AI-2 QS modul: 27; KLF5 inhibitor: -11; HSF1 inhib: -8

How did Cc1ccc(-c2cn(-c3ccccc3)c(=S)[nH]2)cc1C do in these assays?
HSF1 activator: -69; Platelet DG rel: -1; IEC-6 tox: 0; HSP90 refold inh: 19*; HIF activator: -21; aSyn UTR inh: -94; SKKanGAS inh: 46; AI-2 QS modul: 25; KLF5 inhibitor: -64; HSF1 inhib: -61*

Results for C=CCNc1nc(NCCN2CCOCC2)nc(OC)n1 ?
HSF1 activator: -9; Platelet DG rel: -7; IEC-6 tox: -1; HSP90 refold inh: -5; HIF activator: -0.1; aSyn UTR inh: -38; SKKanGAS inh: -2; AI-2 QS modul: 17; KLF5 inhibitor: -5; HSF1 inhib: -4

What do the screens show for `CN(CC(=O)N1CCN(c2ccccn2)CC1)S(=O)(=O)c1ccc(Cl)cc1`?
HSF1 activator: -6; Platelet DG rel: -19; IEC-6 tox: 1; HSP90 refold inh: -4; HIF activator: 0.0; aSyn UTR inh: -3; SKKanGAS inh: -7; AI-2 QS modul: 11; KLF5 inhibitor: -15; HSF1 inhib: -6

Results for Cc1ccc(Cl)cc1N1CCN(C(=O)c2noc(C)c2[N+](=O)[O-])CC1 ?
HSF1 activator: -2; Platelet DG rel: 2; IEC-6 tox: 10; HSP90 refold inh: 5; HIF activator: 0.6; aSyn UTR inh: 13; SKKanGAS inh: 8; AI-2 QS modul: 16; KLF5 inhibitor: 1; HSF1 inhib: 7

Screening data (PubChem)

Outcome played no part in choosing rows (roughly 6% active in at least one column).
